AGP1-GFP MLPCN – alters AGP1-GFP fluorescence in TOR pathway yeast screen | 320,000 tested, 0.02% active | AID 2066 | GFP response vs DMSO, % at 10 µM | S. cerevisiae AGP1-GFP multiplex flow cytometry, 3 h; GFP as percent of DMSO wells;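 active means GFP response relative to DMSO above a set limit, near screen average plus 3 SD, cut at about 150% in these data; inconclusive means fewer than 70 cells counted for the yeast strain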;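 further: median GFP channel fluorescence of the gated AGP1 strain per well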
CIT2 TOR yeast – yeast TOR pathway CIT2-GFP modulation | GFP response vs DMSO, % at 10 µM | 320,000 tested, 0.065% active | S. cerevisiae CIT2-GFP strain, flow cytometry, 3 h; 100 means same as DMSO wells | AID 2029;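 active means GFP response relative to DMSO above a set limit, near the screen mean plus 3 SD, cut at about 150% in these data; inconclusive means Fewer than 70 cells measured for a yeast strain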;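 further: ratio of well median GFP fluorescence to mean of DMSO wells on the plate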
VLA-4 inh – inhibition in a human VLA-4 binding assay. P13612. VLA-4 expressing cells, ligand binding flow cytometry. inhibition, % (about 7 µM as worked out from the volumes in the protocol). 330,000 tested, 0.2% active. AID 2557; in the data active means inhibition above about 50%
MEP2-GFP yeast – alters MEP2-GFP fluorescence in TOR pathway yeast screen. S. cerevisiae MEP2-GFP strain, flow cytometry GFP, 3 h; 100% = DMSO control level. GFP response vs DMSO, % at 10 µM. 330,000 tested, 0.51% active;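 active means GFP response versus DMSO above a set limit, roughly screen mean plus 3 SD, cut at about 180% in these data; inconclusive means fewer than 70 cells counted for a yeast strain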;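 further: median GFP fluorescence of the barcode-gated MEP2-GFP cells per well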
LAP4 TOR yeast – modulators of TOR pathway LAP4-GFP in S. cerevisiae; 320,000 tested, 0.34% active; GFP response vs DMSO, % at 10 µM; S. cerevisiae LAP4-GFP multiplex, flow cytometry GFP, 3 h; median GFP as percent of DMSO wells;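 active means GFP response vs DMSO above a set limit, about the screen mean plus 3 SD, cut at about 150% in these data; inconclusive means under 70 cell events counted for the yeast strain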
RPL19A-GFP yeast – alters RPL19A-GFP fluorescence in TOR pathway yeast screen. AID 2025. percent response vs DMSO, % at 10 µM. 330,000 tested, 0.3% active. S. cerevisiae RPL19A-GFP strain, flow cytometry, 3 h; stronger effect = lower value;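 active means percent response vs DMSO below 50%; inconclusive means fewer than 70 events counted for the yeast strain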;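 further: median channel GFP fluorescence of the barcoded RPL19A-GFP strain; ratio of sample median GFP to plate DMSO average so 100% = DMSO; lower means less RPL19A-GFP as with rapamycin TOR inhibition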
CR mimetic SO – caloric restriction mimetics inhibiting age-related superoxide in yeast. AID 2690. superoxide response (% of plate mean), % at 10 µM. S. cerevisiae aged cells, superoxide DHE fluorescence; stronger effect = lower value. 330,000 tested, 0.18% active;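 active means superoxide response under a set limit, about three screen SD below normal, cut at about 65% in these data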;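 further: yeast aged for seven days with compound at 30 °C before DHE staining; 100% = average MFI of all compound-treated wells on the plate with controls excluded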
GRK2 aptamer HTS – blocks RNA aptamer binding to human GRK2. P25098. bead flow cytometry, FAM-aptamer displacement from GRK2. inhibition of aptamer binding, % at 10 µM. 330,000 tested, 0.59% active;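 active means inhibition of aptamer binding above 40%, roughly 3 SD of noise, on plates passing a quality check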;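 further: median bead fluorescence of bound FAM aptamer so fluorescent compounds give negative values; no value below 0 was filed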
Target sequence (P25098 whole entry, looked up): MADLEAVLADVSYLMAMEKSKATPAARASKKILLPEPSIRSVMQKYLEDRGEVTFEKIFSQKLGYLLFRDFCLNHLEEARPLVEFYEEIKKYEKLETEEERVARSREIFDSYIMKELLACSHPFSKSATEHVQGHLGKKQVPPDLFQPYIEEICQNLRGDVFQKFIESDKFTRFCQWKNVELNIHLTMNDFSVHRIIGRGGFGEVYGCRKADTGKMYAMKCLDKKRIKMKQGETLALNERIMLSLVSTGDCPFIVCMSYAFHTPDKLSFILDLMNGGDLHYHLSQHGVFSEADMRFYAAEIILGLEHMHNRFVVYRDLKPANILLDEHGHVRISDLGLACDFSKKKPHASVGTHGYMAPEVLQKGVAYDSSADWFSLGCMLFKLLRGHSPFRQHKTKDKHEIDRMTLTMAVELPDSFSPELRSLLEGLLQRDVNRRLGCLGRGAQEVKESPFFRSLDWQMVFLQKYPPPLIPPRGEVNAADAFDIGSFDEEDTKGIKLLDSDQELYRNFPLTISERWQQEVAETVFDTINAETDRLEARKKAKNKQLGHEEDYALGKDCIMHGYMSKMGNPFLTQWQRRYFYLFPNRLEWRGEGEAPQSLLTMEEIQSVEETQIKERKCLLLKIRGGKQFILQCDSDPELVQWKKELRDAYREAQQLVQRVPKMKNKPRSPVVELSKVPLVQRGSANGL
An asterisk follows results filed as active; ? = inconclusive; . = not tested or not shown; [ ] = another dose, or the depositor's remark.

Order of values: AGP1-GFP MLPCN | CIT2 TOR yeast | VLA-4 inh | MEP2-GFP yeast | LAP4 TOR yeast | RPL19A-GFP yeast | CR mimetic SO | GRK2 aptamer HTS
> COc1ccc(-n2c(SCC3CNC(=O)O3)nnc2-c2ccc(Cl)cc2)cc1 (stereo not drawn)
→ 93.3 | 95.5 | -0.1 | 99.1 | 90.1 | 95.6 | 95.3 | 2.0
> Cc1ccc(S(=O)(=O)N2CCN(C(=O)c3cc(=O)c4ccccc4o3)CC2)cc1
→ 100.2 | 99.9 | 8.5 | 105.4 | 109.3 | 99.7 | 111.8 | 4.0
> CC1=C(C(=O)OCCc2ccccc2)C(c2ccsc2)NC(=O)N1C (stereo not drawn)
→ 103.3 | 99.8 | 9.3 | 102.8 | 100.2 | 104.4 | 102.4 | 3.0
> COc1ccc(N2CCN(CC(O)COc3ccc(C)c(C)c3)CC2)cc1 (stereo not drawn)
→ 98.3 | 100.0 | 9.1 | 108.4 | 100.8 | 104.4 | 94.5 | 0.0
> COc1ccc(C(=O)Nc2ccccc2C(=O)O)cc1Cl
→ 100.8 | 104.1 | 2.0 | 97.2 | 100.8 | 101.7 | 109.6 | 1.0
> NCCNC(=O)Cc1cccc(NC(=O)Cc2ccc(Nc3ncnc4c3ncn4[C@@H]3O[C@H](CO)[C@@H](O)[C@H]3O)cc2)c1
→ 79.0 | 78.4 | 5.5 | 89.3 | 94.6 | 90.2 | 87.4 | 0.0
> Cc1ccc(CSCC(=O)NCc2ccc(F)cc2)cc1
→ 103.2 | 94.2 | -0.8 | 101.7 | 111.2 | 98.8 | 101.6 | 2.0
> CC(=O)Nc1ccc(NC(=O)CCCCCn2nnc3ccccc3c2=O)cc1
→ 102.0 | 101.7 | 9.8 | 106.1 | 95.9 | 106.8 | 100.3 | 2.0
> NC(=O)c1ccsc1NC(=O)COC(=O)/C=C/c1ccccc1
→ 97.0 | 91.7 | 0.5 | 100.4 | 108.4 | 98.3 | 97.2 | 0.0
> CCOc1ccccc1NC(=O)Nc1ccon1
→ 92.3 | 96.3 | 4.9 | 103.2 | 98.2 | 101.9 | 111.1 | 28.0
> CCOc1cc2[nH]c(=S)n(CCC(=O)NCc3ccco3)c(=O)c2cc1OCC
→ 105.7 | 104.0 | -2.6 | 108.5 | 101.6 | 101.7 | 95.7 | 1.0
> CCC(=O)N/C(=N/c1nc(C)cc(C)n1)Nc1ccc(C)cc1
→ 100.1 | 104.0 | 2.2 | 109.2 | 90.6 | 104.4 | 99.2 | 5.0
> CCn1c(SCC(=O)NCc2ccc3c(c2)OCO3)nnc1-c1ccncc1
→ 26.9 | 119.6 | 2.7 | 109.5 | 118.6 | 91.2 | 89.6 | 0.0
> CCc1nnc(NC(=O)CSc2nnc(COc3ccccc3)n2Cc2ccccc2)s1
→ 97.8 | 86.0 | 5.4 | 106.1 | 100.8 | 102.3 | 111.7 | 0.0
> COCCOc1ccc(C(F)(F)F)cc1NC(=O)c1ccc(F)cc1
→ 98.1 | 109.3 | -0.5 | 104.3 | 94.1 | 102.7 | 73.1 | 5.0
> CN(C)S(=O)(=O)c1ccc(Cl)c(C(=O)OCC(=O)c2ccco2)c1
→ 102.6 | 96.5 | 21.6 | 102.6 | 107.8 | 99.2 | 90.4 | 3.0
> O=c1oc2ccccc2c(N2CCCC2)c1[N+](=O)[O-]
→ 106.5 | 106.3 | 16.0 | 100.6 | 101.3 | 95.6 | 94.5 | 0.0
> Cc1cccc(NC(=S)N2CCC(NC(=O)c3ccco3)CC2)c1
→ 109.6 | 111.5 | 0.9 | 110.8 | 102.8 | 103.1 | 99.7 | 0.0
> Cc1cc(C)cc(C(N)=Nc2cccc(C#N)c2)c1
→ 114.1 | 110.4 | 20.1 | 123.2 | 107.7 | 97.1 | 115.3 | 0.0
> CCN(CC)C(=O)[C@H]1CC(CC(=O)NCCN2CCOCC2)C(=O)N2CCc3c([nH]c4ccccc34)[C@]12C (stereo partly drawn)
→ 90.4 | 91.5 | -11.9 | 93.8 | 86.8 | 93.6 | 96.5 | 0.0
> CC1N/C(=C\C(=O)c2ccccc2)N(O)C1(C)C (stereo not drawn)
→ 86.2 | 85.0 | 9.9 | 92.9 | 86.5 | 87.1 | 111.7 | 3.0
> COC(=O)c1ccc(CN2CCC(n3nccc3NC(=O)C3CCCC3)CC2)cc1
→ 101.6 | 95.2 | 14.7 | 88.6 | 93.0 | 92.6 | 77.8 | 0.0
> COc1ccc(OC)c(NC(=O)CCCNC(=O)c2ccc(Cl)cc2)c1
→ 97.1 | 99.4 | 6.2 | 100.6 | 91.3 | 96.9 | 104.2 | 0.0
> CCN(CC)S(=O)(=O)c1ccc(C2CNC(=O)C2)cc1 (stereo not drawn)
→ 104.4 | 106.7 | -9.2 | 102.2 | 100.4 | 98.2 | 92.7 | 1.0
> CSc1nc(SCC(=O)NCc2ccco2)c2c3c(sc2n1)CN(C)CC3
→ 97.2 | 98.5 | -3.3 | 94.5 | 91.7 | 93.6 | 88.0 | 1.0
> COc1cc(C2C(C#N)=C(N)Oc3c2ccc2ccccc32)ccc1OCC(=O)Nc1ccccc1C (stereo not drawn)
→ 100.6 | 98.8 | 29.9 | 94.0 | 93.6 | 96.6 | 94.5 | 0.0
> CCN(C[C@H]1N[C@@](Cc2ccccc2)(C(=O)OC)[C@H]2C(=O)N(C)C(=O)[C@@H]12)C(=O)c1ccc(C)cc1
→ 106.0 | 92.9 | 51.1* | 99.7 | 109.8 | 102.7 | 78.0 | 1.0
> CN(CC(=O)Nc1ccc(F)c(F)c1F)C(=O)c1ccc(=O)[nH]c1
→ 105.5 | 104.0 | -1.3 | 107.0 | 103.4 | 107.0 | 91.7 | 0.0
> CC(=O)Nc1ccc(S(=O)(=O)N2CCC(C(=O)N[C@@H](Cc3ccccc3)C(=O)O)CC2)cc1
→ 107.9 | 111.3 | 10.0 | 104.9 | 97.6 | 107.1 | 104.9 | 2.0
> Cc1cc(Cl)ccc1OCC(=O)NCCCn1ccnc1
→ 94.5 | 92.5 | 0.0 | 90.4 | 93.7 | 98.8 | 91.9 | 0.0
> O=C(NC1CCCC1)C(c1ccncc1)N(Cc1ccco1)C(=O)c1ccc(-c2ccccc2)[nH]1 (stereo not drawn)
→ 99.5 | 100.7 | -12.5 | 94.0 | 113.5 | 97.8 | 100.9 | 2.0
> CCn1cc(CNC(=O)CCSc2nc(-c3ccco3)cc(C(F)(F)F)n2)cn1
→ 100.9 | 90.1 | 1.7 | 100.2 | 103.5 | 100.4 | 110.5 | 0.0
> O=C1C2C3c4ccccc4C(c4ccccc43)C2C(=O)N1c1cccc2cccnc12 (stereo not drawn)
→ 99.1 | 101.6 | -11.8 | 97.7 | 99.4 | 99.8 | 96.2 | 2.0
> O=S(=O)(NNC(=S)NCC1CCCO1)c1cc(Cl)ccc1Cl (stereo not drawn)
→ 97.9 | 111.1 | 8.1 | 100.6 | 80.5 | 103.6 | 108.9 | 0.0
> CCOc1ccc(N/C(=N/c2nc(C)cc(C)n2)NC(C)=O)cc1
→ 102.7 | 95.9 | 2.2 | 99.0 | 96.9 | 93.2 | 96.1 | 0.0
> Nc1nc(SCC(=O)NC2CCCc3ccccc32)n[nH]1 (stereo not drawn)
→ 104.8 | 109.2 | 24.1 | 100.3 | 106.8 | 99.4 | 110.5 | 0.0
> CCCCc1cc(=O)oc2cc(C)cc(OCC(=O)NCCN3CCOCC3)c12
→ 106.6 | 101.4 | 16.9 | 103.1 | 98.9 | 107.2 | 116.2 | 0.0
> Cc1ccc(-c2ccc(C(=O)NCc3ccc(Cl)cc3)o2)c2ccccc12
→ 77.8 | 62.7 | -8.8 | 85.2 | 138.1 | 93.2 | 103.8 | 1.0
> CS(=O)(=O)Nc1ccc2[nH]c(=O)[nH]c2c1
→ 96.6 | 91.9 | 6.7 | 102.2 | 99.5 | 95.5 | 110.6 | 1.0
> COc1ccc(/C=C/C(=O)Oc2cc(C)[nH]c(=O)c2[N+](=O)[O-])cc1OC
→ 93.6 | 106.8 | 2.9 | 107.6 | 103.0 | 98.4 | 92.4 | 0.0
> CC1CN(C2=NC(=O)/C(=C3/C(=O)N(Cc4ccc(F)cc4)c4ccccc43)S2)CC(C)O1 (stereo not drawn)
→ 101.1 | 89.5 | 3.4 | 89.8 | 98.3 | 91.3 | 113.8 | 0.0
> CCc1nnc(NC(=O)c2cc(S(=O)(=O)N3CCCCC3)ccc2N2CCOCC2)s1
→ 101.7 | 99.0 | 2.3 | 103.7 | 103.2 | 94.2 | 106.5 | 1.0
> O=C(Cc1csc(NC(=O)Nc2cccc(Cl)c2)n1)NC1CCCC1
→ 100.3 | 92.6 | -4.6 | 96.5 | 104.4 | 93.3 | 92.3 | 1.0
> CCOC(=O)c1cc2c(C)[nH]c(C)c2cc(C(=O)OCC)c1=O
→ 98.0 | 98.5 | 10.8 | 99.2 | 98.9 | 93.6 | 96.0 | 0.0
> N#CCCc1cccc(CCC#N)c1
→ 88.4 | 77.2 | -0.9 | 94.9 | 103.5 | 102.0 | 93.9 | 0.0
> Cc1nc(Cl)c2c(n1)N(CC(N)=O)C(=O)CO2
→ 100.7 | 104.2 | 4.5 | 103.4 | 90.3 | 104.5 | 98.0 | 6.0
> COc1ccc2ccccc2c1CNc1nnnn1C
→ 114.6 | 108.5 | 2.9 | 105.9 | 105.8 | 108.6 | 93.1 | 0.0
> C/C(=C\C(=O)c1ccc(Cl)cc1)NCc1ccc2c(c1)OCO2
→ . | 101.8 | 2.3 | 105.1 | 128.2 | 96.9 | 103.2 | 0.0
> Cc1ccccc1OCCCC(=O)Nc1ccc(Br)cc1
→ 107.0 | 102.1 | -2.3 | 102.6 | 111.8 | 105.8 | 82.3 | 3.0
> O=C(COC(=O)CNC(=O)c1cccc(F)c1)NCCC1=CCCCC1
→ 99.5 | 103.5 | 3.0 | 105.4 | 89.7 | 105.5 | 89.3 | 2.0
> CCN(CC)S(=O)(=O)c1ccc(N2CCOCC2)c(NC(=O)c2ccc3ccccc3c2)c1
→ 95.2 | 98.5 | 6.5 | 101.6 | 89.8 | 104.0 | 112.0 | 0.0
> CCC1(C)Cc2ccccc2-c2nc(NN)[nH]c(=O)c21 (stereo not drawn)
→ 93.2 | 103.7 | -4.5 | 99.5 | 86.7 | 105.9 | 105.8 | 3.0
> Cc1nn(-c2ccc(Cl)c(Cl)c2Cl)c(=O)c2ccccc12
→ 102.4 | 81.4 | 6.1 | 107.8 | 115.3 | 92.4 | 88.0 | 1.0
> COC(=O)c1scc(C)c1N/N=C(\C)c1ccc(F)cc1F
→ ? | ? | 6.2 | 79.7[may fluoresce red and violet] | ? | ? | 107.5 | 0.0
> CCCc1cc(=O)[nH]c(SCc2cccnc2)n1
→ 83.8 | 79.3 | 34.9 | 88.0 | 83.5 | 98.8 | 109.2 | 0.0
> O=S(=O)(c1ccc(F)c(Cl)c1)N1CCCC1
→ 100.7 | 91.4 | 6.8 | 96.9 | 106.4 | 94.1 | 132.8 | 0.0
> COc1ccc(C(=O)Nn2cnnc2)cc1
→ 100.0 | 100.1 | -17.0 | 100.0 | 94.4 | 95.9 | 90.6 | 4.0

Compound activity deposited in PubChem BioAssay by NMMLSC.
